FID counter = counter-screen for HCV NS3 helicase inhibitors: DNA intercalator displacement. inhibition, % at 7.9 µM. AID 1845. actives 0.17% (n = 290,000). DNA fluorescent intercalator displacement, fluorescence; in the data active means inhibition above about 37%;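 further: 0% = vehicle and 100% = reference compound; higher means more ethidium bromide displaced from hairpin DNA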
MEKK2wt PB1 HTS = raises or lowers MEK5 binding to wildtype human MEKK2 PB1 domain; Q9Y2U5; bead flow cytometry, Alexa488-MEK5 binding to MEKK2 WT; actives lie on both sides; binding response (% of control), % at 10 µM; actives 1.1% (n = 290,000); AID 1531; in the data active means binding response below about 67% or above about 130%
MEKK2 mut-MEK5 = signal of MEK5 binding to mutant human MEKK2 PB1 domain. actives 0.35% (n = 290,000). AID 1530. bead flow cytometry, Alexa488-MEK5 binding to MEKK2 mutant. percent response, % at 10 µM; in the data active means percent response above about 24%, passing the limit was not always enough; further: inactives centre near 1; some results filed as inactive read as strong as hits; reference of the scale not given here
GPR7 antag = human neuropeptides B/W receptor 1 antagonism. P48145. inhibition, % at 4.4 µM. actives 1.1% (n = 290,000). GPR7-expressing cells, fluorescence antagonist assay; in the data active means inhibition above about 16%, passing the limit was not always enough;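 further: cells stimulated with the agonist NPW; 0% = agonist with vehicle and 100% = vehicle without agonist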
MEKK3 PB1 HTS = raises or lowers MEK5 binding to the human MEKK3 PB1 domain; Q99759; bead-based flow cytometry, Alexa488-MEK5 binding to MEKK3; actives lie on both sides; 0 = blocked by unlabeled MEK5, 100 = vehicle; binding response (% of control), % at 10 µM; actives 1.4% (n = 290,000);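 active means binding response more than 3 SD above or below the average of its plate-row segment, actives on both sides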;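 further: Alexa488 bead fluorescence after subtracting the streptavidin-only scavenger bead signal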
OXTR ag = human OXTR agonism. CHO-OTR cells, Fluo-8 calcium fluorescence; normalized: DMSO 0%, oxytocin 100%. actives 0.32% (n = 320,000). activation, % at 3 µM. AID 2435;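 active means activation above the mean of all tested compounds plus 3 SD, cutoff set per screening run, cut at about 20% in these data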;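 further: peak over basal fluorescence ratio from a 100 s FLIPR kinetic read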
Target sequence (P30559 whole entry, looked up): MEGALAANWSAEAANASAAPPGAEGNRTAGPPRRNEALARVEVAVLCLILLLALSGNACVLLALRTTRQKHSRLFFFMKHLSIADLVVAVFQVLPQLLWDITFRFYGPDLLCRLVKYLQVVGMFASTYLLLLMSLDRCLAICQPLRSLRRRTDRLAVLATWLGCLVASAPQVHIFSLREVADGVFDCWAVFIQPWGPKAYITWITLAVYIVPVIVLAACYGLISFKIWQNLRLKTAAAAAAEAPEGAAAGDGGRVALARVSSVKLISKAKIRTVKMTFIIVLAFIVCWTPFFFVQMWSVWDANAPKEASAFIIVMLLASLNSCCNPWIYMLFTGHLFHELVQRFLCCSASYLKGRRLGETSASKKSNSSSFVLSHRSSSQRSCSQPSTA
NALP1 yeast inh = NALP1 inhibition. inhibition, % at 10 µM. S. cerevisiae NALP1/ASC/caspase-1 growth, X-gal OD620, 72 h. actives 0.61% (n = 280,000); in the data active means inhibition mostly above about 24%, no sharp cut-off; inactive means mostly below about 32%; further: some compounds called inactive have numbers as strong as hits
PfM18AAP inh = blocks P. falciparum M18 aspartyl aminopeptidase; recombinant PfM18AAP, H-Glu-NHMec fluorogenic cleavage; inhibition, % at 7.35 µM; actives 1.2% (n = 290,000); AID 1822;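 active means inhibition above the campaign mean inhibition over all tested compounds plus 3 SD, cut at about 28% in these data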;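 further: 0% = plate median of test compound wells and 100% = 2 mM ZnCl2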
PHOSPHO1 inh = PHOSPHO1 (human) inhibition; recombinant PHOSPHO1, absorbance phosphatase assay; AID 1565; inhibition, % at 13.3 µM; Q8TCT1; actives 1.1% (n = 290,000); in the data active means inhibition above about 60%
Target sequence (Q8TCT1 whole entry, looked up): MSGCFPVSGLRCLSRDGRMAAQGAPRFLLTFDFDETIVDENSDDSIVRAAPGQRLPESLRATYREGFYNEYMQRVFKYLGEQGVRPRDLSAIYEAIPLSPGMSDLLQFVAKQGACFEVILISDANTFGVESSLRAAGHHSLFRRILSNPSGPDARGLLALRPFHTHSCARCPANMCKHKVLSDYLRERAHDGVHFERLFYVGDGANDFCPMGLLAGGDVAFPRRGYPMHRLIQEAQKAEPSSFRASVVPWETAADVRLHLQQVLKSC
An asterisk follows results filed as active; . = no result given.

Fields – FID counter	MEKK2wt PB1 HTS	MEKK2 mut-MEK5	GPR7 antag	MEKK3 PB1 HTS	OXTR ag	NALP1 yeast inh	PfM18AAP inh	PHOSPHO1 inh
[1] COCCOC(=O)CC1=NC(=O)CS1
    3	102	7	-5	106	0.2	17	3	5
[2] Cc1ccccc1-c1cc2nc(-c3ccc([N+](=O)[O-])cc3)cc(=O)n2[nH]1
    11	95	0	-3	89	0.0	1	-2	48
[3] CCC(C)Nc1c([N+](=O)[O-])cc(C)cc1[N+](=O)[O-] (stereo not given)
    0	.	.	-7	.	-0.8	-6	-1	28
[4] Cc1onc(C(=O)N2CCOCC2)c1[N+](=O)[O-]
    -4	104	7	-11	102	0.6	-5	1	-32
[5] O=C(N[C@@H](Cc1ccccc1)C(=O)NCCc1c[nH]c2ccccc12)c1ccco1
    -28	99	1	2	104	1.6	9	0	15
[6] Cc1cccc(NC(=O)CSc2nnc(CNC(=O)c3ccc(S(=O)(=O)N(C)C)cc3)n2-c2ccc(F)cc2)c1
    -31	101	1	-7	101	-1.2	38	1	-2
[7] CCc1ccc(NC2CC(=O)N(c3ccc(OC)cc3OC)C2=O)cc1 (stereo not given)
    -12	96	0	-3	99	3.8	1	-6	3
[8] CCOc1ccccc1NC(=O)Nc1c(C)n(-c2ccccc2)c(=O)n1C
    -4	100	0	-4	100	0.0	7	-16	12
[9] c1ccc2sc(NC3=NCN(C4CCCCC4)CN3)nc2c1
    0	110	6	13	102	0.9	15	-4	8
[10] COC(=O)C1CCN(C(=O)c2ccccc2Oc2ccccc2)CC1
    -22	97	3	2	98	0.1	32	0	-14
[11] Cc1ccc(C2C(C#N)=C(N)Oc3cc(N)ccc32)cc1 (stereo not given)
    -8	103	2	-6	100	1.5	-3	7	-1
[12] CCOC(=O)c1[nH]c(C)c(C(=O)N2CCN(C(=O)OCC)CC2)c1CC
    -14	95	-1	2	98	0.6	13	-13	17
[13] Cc1ccc(C(=O)NNc2cc(N3CCCC3)nc(N3CCCC3)n2)cc1
    2	98	1	11	98	-2.5	0	12	11
[14] c1ccc(-c2ccc(C3=Nn4c(nnc4-c4cccs4)SC3)cc2)cc1
    -16	95	1	-18	105	-1.5	14	1	20
[15] CCc1nc(NCc2ccccc2)c(C#N)c2c1CCCC2
    -1	104	0	-3	117	0.5	8	4	4

Values by screen from the list:
Compounds 1–8 in MEKK2wt PB1 HTS: 102, 95, ., 104, 99, 101, 96, 100
Compounds 1–8 in PHOSPHO1 inh: 5, 48, 28, -32, 15, -2, 3, 12
Compounds 1–8 in NALP1 yeast inh: 17, 1, -6, -5, 9, 38, 1, 7

One compound at a time, as listed above. Values in the order: FID counter | MEKK2wt PB1 HTS | MEKK2 mut-MEK5 | GPR7 antag | MEKK3 PB1 HTS | OXTR ag | NALP1 yeast inh | PfM18AAP inh | PHOSPHO1 inh
Shown for `Cc1cccc(NC(=O)CSc2nnc(CNC(=O)c3ccc(S(=O)(=O)N(C)C)cc3)n2-c2ccc(F)cc2)c1` : -31 | 101 | 1 | -7 | 101 | -1.2 | 38 | 1 | -2
Shown for `CCOC(=O)c1[nH]c(C)c(C(=O)N2CCN(C(=O)OCC)CC2)c1CC` : -14 | 95 | -1 | 2 | 98 | 0.6 | 13 | -13 | 17
Shown for `COCCOC(=O)CC1=NC(=O)CS1` : 3 | 102 | 7 | -5 | 106 | 0.2 | 17 | 3 | 5
Shown for `Cc1onc(C(=O)N2CCOCC2)c1[N+](=O)[O-]` : -4 | 104 | 7 | -11 | 102 | 0.6 | -5 | 1 | -32

The results go on:
Fields – FID counter	MEKK2wt PB1 HTS	MEKK2 mut-MEK5	GPR7 antag	MEKK3 PB1 HTS	OXTR ag	NALP1 yeast inh	PfM18AAP inh	PHOSPHO1 inh
[16] CCC(=O)N1N=C(c2ccc(C)o2)CC1c1ccc(N(C)C)cc1 (stereo not given)
    -22	96	-4	-9	102	-2.2	9	7	-35
[17] CCOc1ccccc1NC(=S)Nc1ccc2cn[nH]c2c1
    -1	110	-1	-5	111	1.2	.	-1	-20
[18] COc1ccc(C(=O)O)cc1NC(=S)NC(=O)/C=C/c1ccc(C(C)C)cc1
    -11	99	-3	-9	103	-2.0	6	-3	20
[19] CCn1c(=NC(=O)C2COc3ccccc3O2)sc2c(C)ccc(OC)c21 (stereo not given)
    -3	58	-7	-9	66	-1.3	.	-2	8
[20] COc1ccc(CN(C)S(=O)(=O)c2ccc3c(c2)OCCO3)cc1
    -16	103	3	-2	100	-0.5	4	1	38
[21] Fc1ccccc1-c1n[nH]c(=S)n1/N=C/c1c[nH]c2ccccc12
    -14	104	9	-20	104	0.9	.	15	27
[22] CCC(=O)Nc1nnc(SCc2cccc(F)c2)s1
    -11	96	-1	-5	100	0.9	9	-16	35
[23] CNC(=O)Nc1ccc(Cl)cc1
    5	86	-4	0	86	1.8	34	-3	-26
[24] O=C(c1cccc(F)c1)N1CCN(Cc2c[nH]c3ccccc23)CC1
    -12	104	5	1	104	1.9	23	26	54
[25] O=C(Nc1cccc2cccnc12)c1ccc(Br)o1
    -11	100	5	-11	101	-1.5	33	8	-10
[26] Cc1cc(C)c(C)c(N=Nc2nc3ccccc3n2C)c1C
    -18	105	0	13	108	-3.6	9	5	-1
[27] CC(NC(=O)c1ccc(CS(=O)(=O)c2cccc(C(F)(F)F)c2)o1)c1ccc2c(c1)OCCO2 (stereo not given)
    -26	99	0	4	102	0.5	-5	-10	11
[28] CN(C)c1ccc(/C=N/NC(=O)c2cnc3ccccc3c2)cc1
    -24	99	11	-3	111	-1.9	3	5	30
[29] CC(C)N1CCc2c(sc(NC(=O)c3ccc(S(=O)(=O)N4CCc5ccccc54)cc3)c2C(N)=O)C1
    10	196*	56*	-9	107	8.7	8	10	40
[30] COc1ccc(CCOC(=O)c2ccc(NC(=O)CC#N)cc2)cc1
    -11	102	2	-6	102	-0.3	15	-9	-20

Single values from above:
Reading for cpd 5 under NALP1 yeast inh: 9
Reading for cpd 17 under FID counter: -1
Reading for cpd 30 under NALP1 yeast inh: 15
Reading for cpd 9 under PfM18AAP inh: -4
Reading for cpd 24 under NALP1 yeast inh: 23
Reading for cpd 16 under PHOSPHO1 inh: -35

(further entries)
Fields – FID counter	MEKK2wt PB1 HTS	MEKK2 mut-MEK5	GPR7 antag	MEKK3 PB1 HTS	OXTR ag	NALP1 yeast inh	PfM18AAP inh	PHOSPHO1 inh
[31] CCC(CC)C(=O)N1N=C(c2ccc(NS(C)(=O)=O)cc2)CC1c1ccc(C)cc1 (stereo not given)
    -24	90	-4	-12	99	-2.2	.	-3	-30
[32] Nc1ncnc2nc(SCCOc3ccc(Cl)cc3)[nH]c12
    -2	102	0	-15	101	-2.2	17	-3	-14
[33] N=C1C(c2ccccc2)=C(O)CN1c1cccc(S(=O)(=O)N2CCCCC2)c1
    -13	101	14	1	106	0.7	-14	0	28
[34] CCOC(=O)Cc1c(C)nc2c(-c3ccccc3)cnn2c1C
    -2	94	-8	-2	104	-0.8	4	-10	23
[35] N#Cc1c(-n2cccc2)cccc1-n1cccc1
    -2	104	2	3	101	-1.6	5	12	7
[36] COc1cc(Cn2c(N)c(C#N)c3nc4ccccc4nc32)cc(OC)c1
    -12	.	.	4	.	5.5	2	-2	18
[37] C=CCn1c(SCC(=O)c2ccc(OC)cc2)nnc1C(C)NC(=O)c1cccs1 (stereo not given)
    -26	100	3	-7	98	-0.6	25	4	-14
[38] CCOC(=O)N1CCN(C(=O)c2cc(COc3ccc(OC)cc3Cl)on2)CC1
    -52	103	7	-3	101	2.6	16	-2	13
[39] CCCCCCc1ccc(-c2ncc(N)cn2)cc1
    -4	103	4	-17	101	2.1	23	1	-1
[40] Cn1c(SCC(=O)N2CCCc3ccccc32)nc2cccnc21
    -9	100	7	-5	95	3.0	7	16	7
[41] COc1ccc(-c2cc(-c3nnc(COC(=O)c4ccncc4)o3)c3ccccc3n2)cc1OC
    -10	96	-3	0	102	-0.7	21	2	6
[42] COc1cc(CNCc2ccc(OC)c3ccccc23)cc(OC)c1OC
    22	114	6	-10	106	.	18	0	19
[43] Oc1c(Br)cc(Br)cc1CNc1ccc(F)cc1
    -7	97	-2	-2	107	-0.1	26	11	0
[44] O=C(Nc1cnn(C23CC4CC(CC(C4)C2)C3)c1)c1cnn2cccnc12
    -16	106	6	-8	117	-0.7	8	-3	-17
[45] COc1ccc(N2CCN(CC(=O)Nc3ccc(SC(F)F)cc3)CC2)cc1
    -20	102	8	0	98	0.7	35	-7	12
[46] N/C(=N\OC(=O)c1ccc(Cl)c(Cl)c1)c1ccccn1
    -2	107	6	10	102	1.1	27	2	-5
[47] CCn1cc(C(=O)NCC(C)C)c(=O)c2cc(F)c(N3CCN(C(=O)c4ccco4)CC3)cc21
    -44	103	6	-5	101	0.6	-5	2	30
[48] CN(CC(=O)N1CCOCC1)S(=O)(=O)c1ccc2ccccc2c1
    -7	106	2	-21	105	-0.2	19	-1	19

Entries from the list above that have a nitro group on carbon, in the order listed:
Fields – FID counter	MEKK2wt PB1 HTS	MEKK2 mut-MEK5	GPR7 antag	MEKK3 PB1 HTS	OXTR ag	NALP1 yeast inh	PfM18AAP inh	PHOSPHO1 inh
[2] Cc1ccccc1-c1cc2nc(-c3ccc([N+](=O)[O-])cc3)cc(=O)n2[nH]1
    11	95	0	-3	89	0.0	1	-2	48
[3] CCC(C)Nc1c([N+](=O)[O-])cc(C)cc1[N+](=O)[O-] (stereo not given)
    0	.	.	-7	.	-0.8	-6	-1	28
[4] Cc1onc(C(=O)N2CCOCC2)c1[N+](=O)[O-]
    -4	104	7	-11	102	0.6	-5	1	-32

Source: PubChem (several laboratories)
